Tb hexokinase – T. brucei hexokinase 1 inhibition. recombinant TbHK1, G6PDH-coupled NADH A340. inhibition, % at 10 µM. actives 0.11% (n = 220,000). AID 1430;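 active = inhibition of 50% or more in the single-dose primary screen; inactive = inhibition below 50%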
PGE2 EP2 inh – blocks the human prostaglandin E2 receptor EP2 | AID 1422 | C6 glioma cells expressing human EP2, cAMP TR-FRET; cells stimulated with saturating PGE2 | actives 0.52% (n = 260,000) | inhibition, % at 25 µM;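 active = percent inhibition above 40 after rounding to a whole number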;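 also: rat C6 glioma host cells with rolipram phosphodiesterase inhibitor present; the protocol text gives 20 µM as final concentration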
Target sequence (P43116 whole entry, looked up): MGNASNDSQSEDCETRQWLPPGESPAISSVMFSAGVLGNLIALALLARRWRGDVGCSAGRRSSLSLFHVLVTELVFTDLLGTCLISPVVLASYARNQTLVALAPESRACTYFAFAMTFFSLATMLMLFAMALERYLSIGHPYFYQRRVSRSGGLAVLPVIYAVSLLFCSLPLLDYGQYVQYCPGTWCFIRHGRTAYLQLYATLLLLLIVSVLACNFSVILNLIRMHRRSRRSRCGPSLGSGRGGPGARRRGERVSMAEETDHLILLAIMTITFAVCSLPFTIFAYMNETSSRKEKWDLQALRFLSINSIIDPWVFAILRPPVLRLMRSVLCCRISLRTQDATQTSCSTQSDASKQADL
Ba/F3 V617F tox – reduce viability of Ba/F3 cells dependent on JAK2V617F. actives 1.1% (n = 220,000). inhibition, % at 5.6 µM. AID 1446. Ba/F3 EpoR-JAK2V617F viability, ATP luminescence;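 active = inhibition above the campaign mean plus 3 SD over all tested compounds, cut at about 24% in these data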;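 also: cytokine-independent growth of Ba/F3 cells driven by EpoR plus mutant JAK2; 0% = DMSO-treated cells and 100% = JAK inhibitor I control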
BaF3 tox – reduces parental Ba/F3 cell viability, JAK2V617F counter-screen | AID 1486 | inhibition, % at 5.6 µM | CellTiter-Glo ATP luminescence | actives 1.1% (n = 220,000);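 active = inhibition above a per-campaign cutoff, the mean inhibition of all tested compounds plus 3 SD, cut at about 27% in these data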;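 also: 0% = DMSO wells and 100% = JAK Inhibitor I control wells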
RBBP9 inhibitor – blocks human serine hydrolase RBBP9; actives 0.2% (n = 220,000); recombinant RBBP9, FP-Rh probe fluorescence polarization; O75884; inhibition, % at 7.94 µM; AID 1515;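 active = inhibition above the campaign mean of all tested compounds plus 3 SD, cut at about 14% in these data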;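 also: plate controls were DMSO wells with RBBP9 for no effect and wells lacking RBBP9 protein for full effect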
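System: RBBP9 protein | Quantity: 2.5 µM RBBP9 dispensing solution, before mixing | Reagent: FP-Rh probe, 375 nM dispensing solution | Timing: Enzyme-compound preincubation 30 min, then probe labeling 45 min, 25 °C | Measured by: Fluorescence polarization | Read-out: % inhibition | Replication: One well per compound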
NCF1 inh – blocks human p47phox regulatory protein of NADPH oxidases | p47phox/p22phox peptide binding, fluorescence polarization, 2 h | actives 0.53% (n = 220,000) | inhibition, % at 24.7 µM;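 active = inhibition above about 30%, limit read from the data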;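 also: 0% = p47phox with labelled peptide and 100% = labelled peptide alone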
PPC-1+TRAIL kill – compounds killing PPC-1 cancer cells with TRAIL present (potentiator screen, no TRAIL-free arm); PPC-1 cells + TRAIL, ATPLite viability luminescence; cell killing (% activity), % at 4 µM; actives 0.41% (n = 220,000);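 active = cell killing above 50% in the first pass at 4 µM, then a duplicate retest at 5 µM averaging 50% or more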;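 also: plate controls were cells with TRAIL plus DMSO for no effect and medium-only wells lacking cells for full effect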
p97 ATPase inh – inhibitors of human p97 ATPase; P55072; recombinant p97 ATPase, Kinase-Glo ATP luminescence, 3 h; inhibition, % at 8 µM; actives 0.42% (n = 220,000); in the data active = inhibition above about 15%;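 also: 0% = DMSO vehicle and 100% = wells lacking enzyme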
Furin inhibitor – blocks human furin protease activity. P09958. purified furin, fluorogenic substrate cleavage. inhibition, % at 30 µM. actives 0.061% (n = 220,000). AID 463115; in the data active = inhibition above about 25%; also: inactives centre near -15
Target sequence (P09958 108-714 limits assumed): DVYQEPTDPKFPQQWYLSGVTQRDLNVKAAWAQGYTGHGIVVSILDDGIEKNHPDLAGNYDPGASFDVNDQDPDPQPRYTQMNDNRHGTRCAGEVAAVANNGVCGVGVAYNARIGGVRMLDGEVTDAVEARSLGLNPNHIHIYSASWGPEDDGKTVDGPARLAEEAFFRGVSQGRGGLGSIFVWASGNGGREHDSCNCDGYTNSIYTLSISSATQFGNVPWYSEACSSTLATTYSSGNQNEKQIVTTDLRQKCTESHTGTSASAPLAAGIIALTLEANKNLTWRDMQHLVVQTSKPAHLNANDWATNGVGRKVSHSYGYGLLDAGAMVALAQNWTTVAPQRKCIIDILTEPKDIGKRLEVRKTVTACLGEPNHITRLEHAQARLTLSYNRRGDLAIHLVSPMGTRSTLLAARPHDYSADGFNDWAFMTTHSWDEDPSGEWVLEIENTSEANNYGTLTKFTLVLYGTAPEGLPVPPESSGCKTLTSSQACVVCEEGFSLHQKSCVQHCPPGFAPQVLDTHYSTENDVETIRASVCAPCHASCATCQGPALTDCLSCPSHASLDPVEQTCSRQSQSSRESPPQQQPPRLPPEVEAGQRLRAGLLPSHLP
The depositor's hits bear a star; nt = no result given; & = joins results of further samples; [ ] = another dose, or the depositor's remark. A portion of the library. The share of hits here may be higher or lower than overall.

mol,Tb hexokinase,PGE2 EP2 inh,Ba/F3 V617F tox,BaF3 tox,RBBP9 inhibitor,NCF1 inh,PPC-1+TRAIL kill,p97 ATPase inh,Furin inhibitor
O=S(=O)(c1ccccc1)N1CCCC1c1cccs1 (stereo not given),-5,17,-3,0,-5,-12,8,4,-14
COC(=O)C1C(O)C(C)C(O)C(C)(O)/C=C\C=C(/C)C(=O)Nc2c(C)c(OC(C)=O)c3c(c2O)C(=O)C(C)=C2OCOC(=C23)/C(C)=C/C(C)(O)C(O)C(C)C1O (stereo not given),-34,9,0,2,-6,-3,-4,2,-6
CCN(C(=O)CC(C)C)c1nnc(Cn2nnc3ccccc32)s1,-1,6,-3,11,4,-9,16,7,-8
O=C(NC(=S)Nc1ccccc1N1CCCCC1)c1cccs1,32,8,0,7,-8,-12,12,-3,9
Cc1occc1C(=O)Nc1cccc(/C=C/C(=O)O)c1,5,11,-2,4,-1,nt,nt,6,8[20 µM]
CN(CC(=O)Nn1cnnc1)S(=O)(=O)c1ccc(Br)cc1,-1,9,-1,6,-4,-20,5,3,1[20 µM]
CCOc1ccc(-c2nc(C#N)c(NCC(C)C)o2)cc1,-3,8,0,3,-5,-7,9,-3,-15
COC(=O)c1cc2sc(Cl)cc2n1Cc1nc(-c2cccc(C)c2)oc1C,-10,8,-2,12,2,-18,6,2,-27
CCCSCCCNC(=O)Cn1cc2c(n1)CCCCC2,1,14,3,-1,-9,3,5,-8,-10
CC(=O)C1=C(O)C(=O)N(c2ccc(Br)cn2)C1c1ccccc1F (stereo not given),-35,18,-2,3,-10,-16,5,0,-10
O=C(O)/C=C/C(=O)OC1CC2CCC1C2 (stereo not given),5,2,-2,-1,-6,-4,-2,-3,-23
CCSc1ccccc1C(=O)NCc1ccco1,15,2,2,3,-13,-4,11,-5,-10[20 µM]
CCc1nnc(NC(=O)c2cc(-c3ccncc3)nc3ccccc23)s1,-19,9,-1,-4,-4,9,13,-5,-11
CCCCCCC(C)NC(=S)Nc1cc(S(=O)(=O)N(C)C)ccc1C (stereo not given),4,14,0,4,-2,-15,11,2,-34
CCOC(=O)c1c(C)[nH]c(C)c1C(=O)COC(=O)CNC(=O)c1ccc(OCC)cc1,-5,11,0,3,-4,-5,-11,-5,-24[20 µM]
Cc1ccc(C(=O)N/C(=C/c2ccc(C(C)C)cc2)C(=O)NCCCN2CCOCC2)cc1,-9,10,-5,0,1,-14,4,-2,-14
Cc1ccc(NC(=O)c2ccc(NCCCN3CCC(C)CC3)c([N+](=O)[O-])c2)cc1F,11,7,4,9,-1,22,18,-2,-17
CC(C)c1ccccc1NC1=CC(=O)CC(C)(C)C1,-8,12,-2,7,0,-11,14,2,-27
Cc1ccc(S(=O)(=O)N2CCOCC2)cc1NC(=O)c1cccc(S(=O)(=O)N2CCCC2)c1,4,2,-2,0,-5,1,10,6,-25
CCOC(=O)C1(Cc2ccc(OC)cc2)CCN(C(=O)CCn2cccn2)CC1,-4,9,-3,0,6,0,7,4,-26
Cc1ccc(S(=O)(=O)N2CCOCC2)c(C)c1-n1cnnn1,2,15,-2,2,-14,-9,11,0,-11[20 µM]
COc1cccc(/C=N/NC(=O)NC2CCCCC2)c1O,0,-1,5,-1,0,-10,10,0,-5
Cc1ccn2c(C(=O)N/N=C\c3cccs3)c(C)nc2c1,-81,6,4,3,0,-9,-16,4,4[20 µM]
CCn1cc(Cl)c(C(=O)Nc2ccc3c(c2)OCCO3)n1,-1,16,-1,6,-6,-6,48,3,-23
COc1ccccc1NS(=O)(=O)c1cc(NC(=O)c2ccc(Cl)nc2)ccc1Cl,-2,20,-2,4,-34,-27,24,4,-30
O=C(NC(NC(=S)Nc1c(Cl)cccc1Cl)C(Cl)(Cl)Cl)OCc1ccccc1 (stereo not given),34,11,-3,3,-7,-20,10,10,-13
Cc1ccccc1C1C2=C(Nc3[nH]n(-c4ccccc4)c(=O)c31)c1ccccc1C2=O (stereo not given),-23,9,-5,6,0,24,28,11,-16
C=CCn1c(SCC(=O)c2[nH]c(C)c(C(C)=O)c2C)nnc1-c1ccncc1,-13,16,-4,2,9,-8,12,6,-12[20 µM]
COc1cc2c(cc1OC)CN(C(=O)CSc1nc3[nH]ncc3c(=O)n1-c1ccccc1)CC2,0,15,0,6,-4,2,2,20*,-6
O=c1[nH]cnc2[nH]ncc12,1,20&7&8,10,9,-5,6,22,-4,-12
COc1ccc(/C=C(\NC(=O)c2ccco2)C(=O)NCCc2nc3ccccc3[nH]2)cc1,-23,9,-3,-2,0,-6,2,7,-7
C=C1CSc2nc(=O)c3c(C)c(C)sc3n21,-1,14,-5,0,-8,-9,13,12,-20[20 µM]
CCc1ccc(OCC(=O)NC(=S)Nc2ccc(Br)c(C)n2)cc1,-6,2,0,4,-7,-9,8,2,-24
Cc1cccc(NS(=O)(=O)c2cccc([N+](=O)[O-])c2)n1,-7,2,0,5,2,-1,-1,0,-11
COc1ccc(CNc2nc(NCc3ccc(OC)cc3)n(C(=O)c3ccncc3)n2)cc1,-10,7,-1,4,-8,3,10,2,-17
COc1cc(-c2nnn(CC#N)n2)ccc1OCc1ccccc1,3,15&13,-5,-1,4,-5,-12,4,-4
CCCSC1=C(C#N)C(c2cc(OC)ccc2OC)CC(=O)N1 (stereo not given),-3,5,-2,7,-1,-3,7,4,-3
COc1ccc(Br)cc1CN(C)C(C)C(=O)Nc1cccc(C(C)=O)c1 (stereo not given),-3,8,2,3,-1,-3,16,-5,-19
COc1ccc(C2=NN3C(C2)c2ccccc2OC32C(=O)N(C)c3ccccc32)cc1 (stereo not given),-5,nt,3,2,-3,-123,-25,-2,-17[20 µM]
CCOC(=O)C1=C(C)NC(SCC(=O)Nc2nc(C)cs2)=C(C#N)C1c1cccs1 (stereo not given),0,nt,0,-1,4,-13,21,2,-5
O=C(O)c1nn(CCSc2ccccc2F)c(=O)c2ccccc12,-5,10,-5,1,2,-9,21,-1,-11
CCOCCCNCc1ccc(Cl)cc1,-8,10,-3,3,-7,-9,14,7,-16
Cc1cccc(NC(=O)COc2ccc(Br)cc2C)n1,-5,9,3,7,-6,-2,31,-8,-9
CCn1c(SCc2nc3scc(-c4ccccc4)c3c(=O)[nH]2)nnc1-c1cccs1,3,1,-2,1,-3,-56,28,12,-17
COc1cc(OC)cc(C(=O)NN2CCCCC2)c1,1,3,-5,-2,3,2,25,7,-14[20 µM]
C(=C\c1nc2ccccc2[nH]1)/c1ccccc1,-55,17,14,22,3,1,88*[5 µM],-35,-7[20 µM]
Cc1cc(N2C(=O)C(O)=C(C(=O)c3ccc(C)o3)C2c2cccs2)no1 (stereo not given),-10,56*,2,3,-2,-14,11,4,-20[20 µM]
Cc1nnc(SCC(=O)c2c(N)n(C)c(=O)n(C)c2=O)n1Cc1ccccc1,0,8,3,4,-10,-16,-23,0,-7
NC(=O)CSc1nnc(-c2ccoc2)o1,8,5,5,11,1,-5,18,-3,-16
O=C(O)C1C2CCC(O2)C1C(=O)NCc1ccccc1Br (stereo not given),-4,6,3,7,-2,-13,16,2,-28

Further structures.
mol,Tb hexokinase,PGE2 EP2 inh,Ba/F3 V617F tox,BaF3 tox,RBBP9 inhibitor,NCF1 inh,PPC-1+TRAIL kill,p97 ATPase inh,Furin inhibitor
Cn1c(SCC(=O)N/N=C/C=C/c2ccccc2[N+](=O)[O-])nc2ccccc21,-6,6,-3,8,-3,-6,30,2,7
COc1ccccc1NC(=O)c1ccc(-c2ccc(Br)cc2)o1,-14,24,-1,4,-2,-15,-7,-1,-7[20 µM]
Cc1cccc(NC(=S)N2CCN(S(=O)(=O)c3cccc(F)c3)CC2)c1,0,9,2,4,-6,0,2,-2,-15
O=C(COC(=O)/C=C/c1cccs1)Nc1cccc(S(=O)(=O)N2CCOCC2)c1,-11,4,3,4,-3,-20,7,-1,-15
CC(=O)NC(Cc1ccc(C(C)C)cc1)C(=O)NC1CCN(c2nc(C)cc(C)n2)CC1 (stereo not given),-22,7,-4,-1,1,-5,4,2,-11
COc1ccc(Oc2nc(C)cc(C)c2S(C)(=O)=O)cc1,-2,nt,-1,10,-6,-14,24,5,-18[20 µM]
CSC(=S)N/N=C/c1ccccc1,-28,10,-4,-2,6,-10,12,5,-17
O=C1CCCCCN1CSc1nc2ccccc2s1,-13,10,-1,8,2,-14,4,-2,-29[20 µM]
O=C(Nc1ccc(Cl)cc1C(F)(F)F)c1ccccc1Cl,5,4,-3,3,-6,-4,0,4,-20
Nc1ccc(O)c2c(=O)cc(-c3ccccc3Cl)oc12,-1,11,1,3,-10,-9,20,3,-21
N#Cc1ccccc1OCC(=O)OCC(=O)c1ccc2c(c1)NC(=O)CO2,-2,11,-4,-2,-3,-8,-4,5,-35
COc1ccccc1OCc1ccc(C(=O)N2CCN3CCCC3C2)cc1 (stereo not given),-6,15,2,8,5,0,-37,-4,-9[20 µM]
Cc1cc(C)c2nc(N3CCCC(C(=O)N4CCN(c5ncccn5)CC4)C3)sc2c1 (stereo not given),-9,6,8,8,-11,0,-6,-7,5[20 µM]
Brc1cccc(-c2nnc3sc(CNCc4ccco4)cn23)c1,-4,9,2,10,-4,-20,4,3,-4
Cc1cccc(C(=O)Oc2coc(CSc3nnc(NC(=O)C4CC4)s3)cc2=O)c1,6,4,-2,9,4,-8,13,5,-21
CCC(=O)c1ccc(/C=C/c2nc3ccccc3n2C)o1,-18,10,1,10,-4,-17,8,2,-8
CN(C)C=Nc1ncc2c([nH]c3ccccc32)c1C#N,-12,nt,-3,0,-6,-8,14,5,-20
Nc1c(C(=O)NCc2cccs2)nnn1CC(=O)Nc1cccc(Cl)c1,-5,4,-1,5,-12,-13,12,1,-8
CC(=O)NCC(=O)OCC(=O)c1ccc(C)c(C)c1,0,-9,6,3,-3,14,19,-3,0
CC(C)C(OC(=O)CN1C(=O)COc2ccccc21)C(=O)NC1CCCC1 (stereo not given),0,8,1,3,-6,-3,9,1,-21
CN(Cc1ccccc1)S(=O)(=O)c1cn(C)cn1,7,5,2,-1,7,-1,4,0,-6
CC1CC2(CCCCC2)Nc2ccc3ccccc3c21 (stereo not given),3,-6,-3,1,-4,-4,-1,-2,-18[20 µM]
COC(=O)CNC(=O)c1cccc(F)c1,1,9,-4,4,6,-6,-21,4,-35[20 µM]
COc1ccc2oc(C(=O)c3ccccc3)c(N)c2c1,-4,7,-2,0,1,-6,5,2,-12[20 µM]
Cc1cc(Cl)n2c(nc3cc(F)c(F)cc32)c1C#N,-3,9,48*,24,-8,-18,26,3,-23

3 compounds out of the list, ordered by molecular weight, rising:
mol,Tb hexokinase,PGE2 EP2 inh,Ba/F3 V617F tox,BaF3 tox,RBBP9 inhibitor,NCF1 inh,PPC-1+TRAIL kill,p97 ATPase inh,Furin inhibitor
COc1ccc2oc(C(=O)c3ccccc3)c(N)c2c1,-4,7,-2,0,1,-6,5,2,-12[20 µM]
Brc1cccc(-c2nnc3sc(CNCc4ccco4)cn23)c1,-4,9,2,10,-4,-20,4,3,-4
Cn1c(SCC(=O)N/N=C/C=C/c2ccccc2[N+](=O)[O-])nc2ccccc21,-6,6,-3,8,-3,-6,30,2,7

Screening data as filed in PubChem BioAssay.
